SENP1 FRET inh: SENP1 (human) catalytic domain inhibition | Q9P0U3 | recombinant SENP1 catalytic domain, CyPet-SUMO1-YPet FRET cleavage | inhibition, % at 10 µM | 360,000 tested, 0.21% active;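 active = inhibition at least 30% at 10 µM, raw YFP signal under a set limit, fluorescence ratio 0.5 to 1.5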;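 note: 0% = enzyme with DMSO and 100% = no enzyme wells; some results filed as inactive read as strong as hits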
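Assay system: hSENP1 catalytic domain, recombinant. Amount: SENP1 enzyme, 20 pM final. Schedule: 50 min reaction, RT, dark. Technique: FRET, CFP and YFP emission. Control set: no-enzyme wells low, DMSO-plus-enzyme wells high control.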
SENP7 block: inhibitors of human SENP7 protease; Q9BQF6; recombinant SENP7, Z-RLRGG-aminoluciferin luminescence, 40 min; inhibition, % at 5 µM; 330,000 tested, 1.5% active; AID 434973;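 active = inhibition above about 50% at the single test dose, limit read from the data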;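 note: plate controls were DMSO with enzyme for no effect and no enzyme buffer wells for full effect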
Apaf1 inhib: blocks human Apaf-1 apoptosome activity; O14727; reconstituted apoptosome caspase-3 activity, DEVD-Rh110 fluorescence; inhibition, % at 20 µM; 330,000 tested, 0.71% active; AID 489030; active = inhibition of at least 40% at 20 µM;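 note: plate controls were DMSO wells for no effect and DEVD-CHO caspase inhibitor wells for full effect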
Target sequence (O14727 whole entry, looked up): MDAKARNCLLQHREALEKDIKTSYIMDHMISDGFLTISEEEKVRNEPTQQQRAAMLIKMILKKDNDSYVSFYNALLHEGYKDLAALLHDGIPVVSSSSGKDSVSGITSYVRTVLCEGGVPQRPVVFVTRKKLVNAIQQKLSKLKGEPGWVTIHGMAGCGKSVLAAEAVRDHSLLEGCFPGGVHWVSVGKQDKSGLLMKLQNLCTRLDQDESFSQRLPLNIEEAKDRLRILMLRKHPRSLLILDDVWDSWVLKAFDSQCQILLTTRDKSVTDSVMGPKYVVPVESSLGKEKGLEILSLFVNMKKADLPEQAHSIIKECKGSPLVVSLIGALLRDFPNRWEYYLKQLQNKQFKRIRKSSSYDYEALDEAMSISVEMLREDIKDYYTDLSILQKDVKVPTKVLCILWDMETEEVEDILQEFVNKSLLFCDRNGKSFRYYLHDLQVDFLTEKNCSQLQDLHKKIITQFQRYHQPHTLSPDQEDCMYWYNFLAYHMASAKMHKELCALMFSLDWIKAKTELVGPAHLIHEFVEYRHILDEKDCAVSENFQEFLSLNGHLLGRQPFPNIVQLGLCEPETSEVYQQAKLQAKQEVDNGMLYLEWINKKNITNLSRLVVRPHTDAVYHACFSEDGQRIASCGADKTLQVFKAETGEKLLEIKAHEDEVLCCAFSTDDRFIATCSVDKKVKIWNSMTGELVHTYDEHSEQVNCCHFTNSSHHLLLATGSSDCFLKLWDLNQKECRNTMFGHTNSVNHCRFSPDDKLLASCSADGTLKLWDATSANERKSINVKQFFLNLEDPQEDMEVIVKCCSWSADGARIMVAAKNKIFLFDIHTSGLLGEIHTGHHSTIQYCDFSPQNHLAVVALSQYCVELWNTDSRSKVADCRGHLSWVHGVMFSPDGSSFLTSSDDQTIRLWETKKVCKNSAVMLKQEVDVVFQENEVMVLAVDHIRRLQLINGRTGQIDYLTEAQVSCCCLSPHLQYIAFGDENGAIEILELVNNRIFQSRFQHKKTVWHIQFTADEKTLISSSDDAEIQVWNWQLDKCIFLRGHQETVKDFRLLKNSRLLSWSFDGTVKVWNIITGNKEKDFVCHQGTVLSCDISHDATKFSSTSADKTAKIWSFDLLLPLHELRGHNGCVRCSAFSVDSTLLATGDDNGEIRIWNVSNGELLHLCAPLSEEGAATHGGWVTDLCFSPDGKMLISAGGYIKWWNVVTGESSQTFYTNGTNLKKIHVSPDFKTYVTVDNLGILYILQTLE
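Material: biochemical Apaf-1 apoptosome reconstitution. Medium: Hepes buffer, pH 7.5. Also added: cytochrome c activation, bis-DEVD rhodamine 110 substrate. Timing: 30 min compound preincubation, 50 min activation, room temperature. Measured by: rhodamine 110 fluorescence at Ex 480/Em 540 nm.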
UBC13 polyUb: blocks human UBC13 polyubiquitin chain formation; P61088; TR-FRET; 330,000 tested, 0.47% active; inhibition, % at 20 µM; in the data active = inhibition above about 45%, passing the limit was not always enough
SENP6 block: SENP6 protease inhibition; 330,000 tested, 1.8% active; Recombinant SENP6 catalytic domain, aminoluciferin luminescence; inhibition, % at 10 µM; Q9GZR1;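 active = inhibition above about 50% at the single tested dose, limit read from the data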;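 note: plate controls were DMSO wells with enzyme for no effect and DMSO wells lacking enzyme for full effect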
A3G deaminase: inhibitors of human APOBEC3G DNA deaminase | Q9HC16 | AID 493012 | inhibition, % at 20 µM | 330,000 tested, 0.28% active | recombinant A3G, ssDNA deamination FAM/TAMRA fluorescence;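 active = inhibition of at least 40% at 20 µM, with no more than 30% in the related APOBEC3A deaminase screen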;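 note: plate controls were DMSO wells with A3G for no effect and wells lacking A3G enzyme for full effect; some compounds called inactive have numbers as strong as hits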
SENP8 block-1: blocks the human protease SENP8. 330,000 tested, 1.2% active. inhibition, % at 10 µM. Q96LD8. purified SENP8, Z-RLRGG-aminoluciferin cleavage, luminescence. AID 2540; in the data active = inhibition above about 50%
SENP8 block-2: SENP8 (human) protease inhibition; 360,000 tested, 0.64% active; Q96LD8; AID 602440; recombinant SENP8, Nedd8 substrate fluorescence; inhibition, % at 20 µM; in the data active = inhibition mostly above about 40%, no sharp cut-off; inactive = mostly below about 27%
Starred values were filed as active, the others as inactive.

How did Cc1c(C(=O)N2CCCC2)sc(NC(=O)c2ccccc2)c1C#N do in these assays?
SENP1 FRET inh: -23; SENP7 block: -5; Apaf1 inhib: 1; UBC13 polyUb: -9; SENP6 block: -4; A3G deaminase: -7; SENP8 block-1: -5; SENP8 block-2: -30

Results for COCCn1c(SCC(=O)c2c(N)n(C)c(=O)n(C)c2=O)nc2ccccc21 ?
SENP1 FRET inh: -1; SENP7 block: 3; Apaf1 inhib: -21; UBC13 polyUb: 8; SENP6 block: -16; A3G deaminase: -6; SENP8 block-1: -3; SENP8 block-2: 10

What do the screens show for `COc1ccc(Cc2nnc(NC(=O)c3cccs3)s2)cc1`?
SENP1 FRET inh: -6; SENP7 block: 8; Apaf1 inhib: 8; UBC13 polyUb: 4; SENP6 block: 5; A3G deaminase: 1; SENP8 block-1: -6; SENP8 block-2: 10

Results for CCC12CC3CC(C1)CC(C(=O)O)(C3)C2 ?
SENP1 FRET inh: 2; SENP7 block: 2; Apaf1 inhib: -17; UBC13 polyUb: 7; SENP6 block: 0; A3G deaminase: -10; SENP8 block-1: 4; SENP8 block-2: 19

What do the screens show for `O=C(Nc1ccc(Cl)cc1F)c1cc(S(=O)(=O)N2CCCCC2)ccc1F`?
SENP1 FRET inh: 1; SENP7 block: 4; Apaf1 inhib: -19; UBC13 polyUb: -8; SENP6 block: 3; A3G deaminase: -1; SENP8 block-1: -1; SENP8 block-2: 4

Results for CC(CC(=O)O)CC(=O)Nc1ccc(S(N)(=O)=O)cc1 (stereo unspecified) ?
SENP1 FRET inh: 4; SENP7 block: 7; Apaf1 inhib: -4; UBC13 polyUb: 7; SENP6 block: -4; A3G deaminase: -6; SENP8 block-1: -1; SENP8 block-2: 14

What do the screens show for `CC1(C)S[C@@H]2C(C(=O)OCc3ccccc3)NC(=O)N2C1C(=O)OCc1ccccc1` (stereo partly specified)?
SENP1 FRET inh: 2; SENP7 block: 3; Apaf1 inhib: 23; UBC13 polyUb: 9; SENP6 block: 9; A3G deaminase: 0; SENP8 block-1: 1; SENP8 block-2: 7

How did Cc1ccc(S(=O)(=O)Cn2nnnc2C(CC(C)C)N2CCN(c3ccccc3)CC2)cc1 (stereo unspecified) do in these assays?
SENP1 FRET inh: 1; SENP7 block: -9; Apaf1 inhib: 19; UBC13 polyUb: -6; SENP6 block: -11; A3G deaminase: -9; SENP8 block-1: -8; SENP8 block-2: 16

How did CCc1ccc2nc(SCC(=O)N3CC(=O)Nc4ccccc43)c(C#N)cc2c1 do in these assays?
SENP1 FRET inh: 32*; SENP7 block: -3; Apaf1 inhib: 22; UBC13 polyUb: 31; SENP6 block: -18; A3G deaminase: -6; SENP8 block-1: -4; SENP8 block-2: 5

How did O=C(COC(=O)C1CC1)NCc1ccccc1 do in these assays?
SENP1 FRET inh: -3; SENP7 block: -4; Apaf1 inhib: 2; UBC13 polyUb: -5; SENP6 block: -4; A3G deaminase: 3; SENP8 block-1: 7; SENP8 block-2: 4

How did COc1ccc(Oc2nccc(-c3ccc(F)cc3)c2C#N)cc1 do in these assays?
SENP1 FRET inh: 3; SENP7 block: -4; Apaf1 inhib: 5; UBC13 polyUb: 25; SENP6 block: -6; A3G deaminase: -5; SENP8 block-1: 0; SENP8 block-2: 12

Results for COc1cc(/C=C/C(=O)OCC(=O)Nc2ccccc2Cl)cc(OC)c1OC ?
SENP1 FRET inh: 6; SENP7 block: 1; Apaf1 inhib: 1; UBC13 polyUb: 26; SENP6 block: 5; A3G deaminase: -8; SENP8 block-1: 3; SENP8 block-2: -368

What do the screens show for `Cc1cccc(N2CCN(S(=O)(=O)c3ccc4c(c3)CC(C)N4C(=O)C3CC3)CC2)c1C` (stereo unspecified)?
SENP1 FRET inh: 2; SENP7 block: 10; Apaf1 inhib: 11; UBC13 polyUb: -9; SENP6 block: 1; A3G deaminase: -2; SENP8 block-1: -13; SENP8 block-2: 16

Results for Cc1ccccc1CC1(CO)CCCN(C(=O)CCN2CCCO2)C1 (stereo unspecified) ?
SENP1 FRET inh: -2; SENP7 block: -1; Apaf1 inhib: 1; UBC13 polyUb: 5; SENP6 block: -2; A3G deaminase: -6; SENP8 block-1: 3; SENP8 block-2: 12

Results for Cc1nc(SCC(=O)NCc2ccc3c(c2)OCO3)nc(C)c1C ?
SENP1 FRET inh: 0; SENP7 block: 0; Apaf1 inhib: -11; UBC13 polyUb: 17; SENP6 block: -2; A3G deaminase: -10; SENP8 block-1: 3; SENP8 block-2: 14

Results for CCC(=O)NC(NC(=S)Nc1ccccc1Br)C(Cl)(Cl)Cl (stereo unspecified) ?
SENP1 FRET inh: 2; SENP7 block: 7; Apaf1 inhib: -6; UBC13 polyUb: 2; SENP6 block: 20; A3G deaminase: -4; SENP8 block-1: 7; SENP8 block-2: 11

Results for COc1ccc(C(=O)Nc2c(N)nc(SCC(=O)Nc3ccc(C(C)=O)cc3)[nH]c2=O)cc1 ?
SENP1 FRET inh: 3; SENP7 block: 3; Apaf1 inhib: -5; UBC13 polyUb: 10; SENP6 block: -17; A3G deaminase: -5; SENP8 block-1: -9; SENP8 block-2: 6

Results for S=C(NNc1ccc2ccccc2c1)NC1CCCCC1 ?
SENP1 FRET inh: -16; SENP7 block: -9; Apaf1 inhib: 24; UBC13 polyUb: -10; SENP6 block: 11; A3G deaminase: -10; SENP8 block-1: -8; SENP8 block-2: -68

How did O=C1CCCc2oc3ccc(O)cc3c21 do in these assays?
SENP1 FRET inh: 2; SENP7 block: -2; Apaf1 inhib: -7; UBC13 polyUb: 31; SENP6 block: -4; A3G deaminase: -6; SENP8 block-1: -4; SENP8 block-2: 21

Results for CC(NCC(=O)Nc1ccccc1C(=O)NC1CC1)c1ccc(S(C)(=O)=O)cc1 (stereo unspecified) ?
SENP1 FRET inh: -1; SENP7 block: -5; Apaf1 inhib: 16; UBC13 polyUb: -11; SENP6 block: -16; A3G deaminase: -7; SENP8 block-1: -18; SENP8 block-2: 0

How did CCCCC(CC(C)O)c1n[nH]c(=S)n1-c1ccccc1 (stereo unspecified) do in these assays?
SENP1 FRET inh: -1; SENP7 block: -4; Apaf1 inhib: -1; UBC13 polyUb: 4; SENP6 block: -5; A3G deaminase: -1; SENP8 block-1: -2; SENP8 block-2: 0

How did COc1ccc(CNC(=O)Cc2ccc(OC)c(S(=O)(=O)N3CCOCC3)c2)cc1 do in these assays?
SENP1 FRET inh: 2; SENP7 block: 10; Apaf1 inhib: -7; UBC13 polyUb: 8; SENP6 block: -18; A3G deaminase: -6; SENP8 block-1: -6; SENP8 block-2: 10

How did CN(CC(=O)Nc1ccc(F)c(F)c1F)C(=O)c1n[nH]c(=O)c2ccccc12 do in these assays?
SENP1 FRET inh: 1; SENP7 block: -10; Apaf1 inhib: 0; UBC13 polyUb: -8; SENP6 block: -8; A3G deaminase: -6; SENP8 block-1: -11; SENP8 block-2: 7

How did COc1cc(/C=N/NC(=O)c2ccncc2)ccc1OCC(=O)Nc1ccc(C)c(C)c1 do in these assays?
SENP1 FRET inh: 0; SENP7 block: 4; Apaf1 inhib: -1; UBC13 polyUb: 4; SENP6 block: -7; A3G deaminase: -8; SENP8 block-1: 8; SENP8 block-2: -18

How did c1ccc(-n2nnnc2Cc2nnnn2-c2ccccc2)cc1 do in these assays?
SENP1 FRET inh: 1; SENP7 block: -2; Apaf1 inhib: 5; UBC13 polyUb: -12; SENP6 block: -21; A3G deaminase: -2; SENP8 block-1: -4; SENP8 block-2: 15

How did O=C(CCCSc1nc2ccccc2[nH]1)N1CCN(c2ccccc2)CC1 do in these assays?
SENP1 FRET inh: 2; SENP7 block: -6; Apaf1 inhib: 10; UBC13 polyUb: -3; SENP6 block: -21; A3G deaminase: -5; SENP8 block-1: -5; SENP8 block-2: -76

How did COc1ccc(N(C(=O)CNC(=O)c2ccco2)C(C(=O)NCC2CCCO2)c2ccccc2)cc1OC (stereo unspecified) do in these assays?
SENP1 FRET inh: 1; SENP7 block: 0; Apaf1 inhib: 4; UBC13 polyUb: 2; SENP6 block: -6; A3G deaminase: -14; SENP8 block-1: 6; SENP8 block-2: 8

How did Cc1ccccc1C(=O)Nn1c(C)ccc1C do in these assays?
SENP7 block: -1; Apaf1 inhib: -5; UBC13 polyUb: -14; SENP6 block: -4; A3G deaminase: -7; SENP8 block-1: -9

Results for Cc1cc(C)nc(NS(=O)(=O)c2ccc(NC(=S)NC(=O)C3CCCC3)cc2)n1 ?
SENP1 FRET inh: -5; SENP7 block: -7; Apaf1 inhib: 12; UBC13 polyUb: -26; SENP6 block: -4; A3G deaminase: -5; SENP8 block-1: -6; SENP8 block-2: -5

What do the screens show for `CCOc1ccc(N2C(=O)CC(N3CCN(c4ccc(Cl)cc4)CC3)C2=O)cc1` (stereo unspecified)?
SENP1 FRET inh: -1; SENP7 block: -13; Apaf1 inhib: 4; UBC13 polyUb: -11; SENP6 block: -15; A3G deaminase: 34; SENP8 block-1: -10; SENP8 block-2: 9

The last four compounds of the part before open the next one:
How did COc1ccc(N(C(=O)CNC(=O)c2ccco2)C(C(=O)NCC2CCCO2)c2ccccc2)cc1OC (stereo unspecified) do in these assays?
SENP1 FRET inh: 1; SENP7 block: 0; Apaf1 inhib: 4; UBC13 polyUb: 2; SENP6 block: -6; A3G deaminase: -14; SENP8 block-1: 6; SENP8 block-2: 8

How did Cc1ccccc1C(=O)Nn1c(C)ccc1C do in these assays?
SENP7 block: -1; Apaf1 inhib: -5; UBC13 polyUb: -14; SENP6 block: -4; A3G deaminase: -7; SENP8 block-1: -9

Results for Cc1cc(C)nc(NS(=O)(=O)c2ccc(NC(=S)NC(=O)C3CCCC3)cc2)n1 ?
SENP1 FRET inh: -5; SENP7 block: -7; Apaf1 inhib: 12; UBC13 polyUb: -26; SENP6 block: -4; A3G deaminase: -5; SENP8 block-1: -6; SENP8 block-2: -5

What do the screens show for `CCOc1ccc(N2C(=O)CC(N3CCN(c4ccc(Cl)cc4)CC3)C2=O)cc1` (stereo unspecified)?
SENP1 FRET inh: -1; SENP7 block: -13; Apaf1 inhib: 4; UBC13 polyUb: -11; SENP6 block: -15; A3G deaminase: 34; SENP8 block-1: -10; SENP8 block-2: 9

Results for Cc1c(CCC(=O)N[C@@H](C)C(=O)O)c(=O)oc2cc3oc4c(c3cc12)CCCC4 ?
SENP1 FRET inh: -7; SENP7 block: -7; Apaf1 inhib: 5; UBC13 polyUb: 6; SENP6 block: 3; A3G deaminase: -6; SENP8 block-1: -5; SENP8 block-2: -276

How did CCOc1ccc(C(=O)NC2CCN(CC(=O)NCc3ccccc3)CC2)cc1 do in these assays?
SENP1 FRET inh: -2; SENP7 block: 7; Apaf1 inhib: 8; UBC13 polyUb: 4; SENP6 block: -17; A3G deaminase: -11; SENP8 block-1: -4; SENP8 block-2: 6

Results for O=C(Cn1nnc(-c2ccccc2)n1)NNC(=O)c1cccc([N+](=O)[O-])c1 ?
SENP1 FRET inh: -1; SENP7 block: 8; Apaf1 inhib: -4; UBC13 polyUb: 0; SENP6 block: 4; A3G deaminase: -13; SENP8 block-1: 6; SENP8 block-2: -1

How did Cc1ccc(NC(=O)COC(=O)Cn2cnc3ccccc32)cc1S(=O)(=O)N(C)C do in these assays?
SENP1 FRET inh: 4; SENP7 block: 0; Apaf1 inhib: 0; UBC13 polyUb: 11; SENP6 block: 5; A3G deaminase: -2; SENP8 block-1: 6; SENP8 block-2: 28

What do the screens show for `CCCCn1c(=O)n(C)c(=O)c2c3c(sc21)COC(C)(C)C3`?
SENP1 FRET inh: 1; SENP7 block: 3; Apaf1 inhib: 8; UBC13 polyUb: 1; SENP6 block: -19; A3G deaminase: -4; SENP8 block-1: -4; SENP8 block-2: -211

What do the screens show for `CC(=O)C1=C(O)C(=O)N(c2ccc(Br)cn2)C1c1cccc([N+](=O)[O-])c1` (stereo unspecified)?
SENP1 FRET inh: 1; SENP7 block: 1; Apaf1 inhib: 3; UBC13 polyUb: -13; SENP6 block: 0; A3G deaminase: -2; SENP8 block-1: 8; SENP8 block-2: 11

From PubChem BioAssay
